# 14-3-3g Raf: modulators of 14-3-3 gamma protein binding, primary screen, biochemical, fluorescence polarization. actives 0.19% (n = 160,000). inhibition, % at 40 µM. FP, 14-3-3gamma / TMR-pS259-Raf peptide binding. 14-3-3 protein gamma (Homo sapiens), P61981. AID 422, 2006; in the data active = inhibition above about 30%;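 also: 0% = protein plus tracer without compound and 100% = blank with tracer alone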
# Target sequence (P61981 whole entry, looked up): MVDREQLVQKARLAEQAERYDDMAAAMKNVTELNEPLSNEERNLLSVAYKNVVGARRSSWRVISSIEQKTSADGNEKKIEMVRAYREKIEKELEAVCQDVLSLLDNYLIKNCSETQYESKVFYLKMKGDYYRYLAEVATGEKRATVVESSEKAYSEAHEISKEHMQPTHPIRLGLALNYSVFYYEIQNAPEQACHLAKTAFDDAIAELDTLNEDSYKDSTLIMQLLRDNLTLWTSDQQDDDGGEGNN
# * hit, by the source's call; & = joins results of further samples.
canonical_smiles | 14-3-3g Raf
CC1=C(C(=O)OC(C)C)C(c2ccccc2Cl)CC(=O)N1 (stereo unspecified) | -9.0
Cc1c(NC(=O)c2ccc(Br)cc2)cccc1-c1nc2ccccc2o1 | -160.6
CCOc1ccc(-c2nc3cc(N=Cc4cccc(OC)c4O)ccc3o2)cc1 | -60.4
Cc1ccc(CSCCC(=O)N2CCN(c3cc(C)ccc3C)CC2)cc1 | 5.6
COc1ccccc1-c1cc(C(F)(F)F)nc(NCc2cccnc2)n1 | -11.1
CC(C)OC(=O)c1cccnc1SCc1cc(=O)n2ccccc2n1 | -3.8
CCCCCCP(=O)(O)c1ccccc1 | 0.7
O=C(CSc1oc(-c2ccc(F)cc2)nc1S(=O)(=O)c1ccc(Cl)cc1)NC1CCCCC1 | -83.1
NC(=O)c1nsnc1-c1ccccc1O | -6.6
O=C(CS(=O)(=O)Cc1ccccc1)Nc1nc2c(s1)CCCC2 | 3.1
CCOC(=O)c1cnc(SC)[nH]c1=O | 2.1
CC(=O)C1=C(O)C(=O)N(c2nc3ccccc3s2)C1c1cccc([N+](=O)[O-])c1 (stereo unspecified) | -28.2
CCOC(=O)c1c(NC(=O)c2ccco2)sc(C(=O)Nc2ccccc2C)c1C | -3.5
COc1ccccc1-c1nnc(NC(=O)c2ccc(S(=O)(=O)N3CCCc4ccccc43)cc2)o1 | 9.2
Cc1cc(C)n2nc(CC(=O)NC3CCCCCCC3)nc2n1 | 5.0
c1ccc(CN2CCOCCOCCOCC2)cc1 | -3.5
COc1cc2c(cc1OC)C(C(=O)N1CCN(Cc3ccccc3)CC1)C(c1cccs1)N(C)C2=O (stereo unspecified) | -4.2
Cc1c(CNC(=O)c2nn3c(c2Cl)NC(c2ccccc2)CC3C(F)(F)F)cnn1C (stereo unspecified) | -5.4
COc1cccc(OC)c1C(=O)Nc1cc(Cl)ccc1N1CCOCC1 | -14.9
CC1CCc2c(sc(NC(=O)c3ccccc3Br)c2C(=O)OC(C)C)C1 (stereo unspecified) | -69.1
O=C(Nc1ccc2ccccc2c1)N1CCCCC1 | 1.1
CCN(CC)C(=O)Cn1c(=O)n(Cc2ccccc2Cl)c2c1c(=O)n(C)c(=O)n2C | 0.8
Cc1cc(C)c(C#N)c(Oc2ccc(Cl)cc2)n1 | -6.0
Cc1cc(Nc2ccccc2)n(-c2ccccc2)n1 | -0.9
CCCCNC(=O)C1c2ccccc2C(=O)N(CCOC)C1c1ccc(F)cc1 (stereo unspecified) | 5.1
NC(=O)c1ccccc1NC(=O)CCCN1C(=O)CCC1=O | 0.2
Cc1sc2c(c1C)c(=O)n(Cc1ccccc1)c(=O)n2Cc1cccc(F)c1 | 2.3
COc1ccccc1C(=O)N1CCCN(C(=O)c2ccccc2OC)CC1 | 5.1
CCCn1cc(SCC(=O)Nc2ccc(C)cc2C)c2ccccc21 | 5.2
Cc1ccc(C)c(OCc2nc(-c3cccnc3)no2)c1 | -4.1&-7.7
O=[N+]([O-])c1cccc(C=Nc2ncn[nH]2)c1O | 7.8
CCNC(=O)N1CCNC(=O)C1CC(=O)OC (stereo unspecified) | -2.5
O=C(O)CCCN1C(=O)C(=O)/C(=C(/O)c2ccccc2)C1c1ccccc1F (stereo unspecified) | 2.6
Cc1ccc(C(C)C)c(OCC(=O)Nc2ccc(S(=O)(=O)N3CCCC3)cc2)c1 | -12.2
O=c1cc(N2CCOCC2)[nH]c(=O)n1-c1ccc(Cl)cc1 | 1.1
CC1C2c3ccccc3C(c3ccccc32)C1C(=O)Nc1cccc(Br)c1 (stereo unspecified) | -0.1
O=C(CCCn1c(=O)[nH]c2ccc(Br)cc2c1=O)NCc1ccco1 | -14.3
CCCCn1c(CN2CCN(c3cccc(Cl)c3)CC2)nc2c1c(=O)n(C)c(=O)n2C | -2.9
O=C1NC(c2cccc(F)c2)Nc2sc3c(c21)CCC3 (stereo unspecified) | -9.4
CCSCCOC(=O)C1=C(C)NC(=O)NC1c1ccc2ccccc2c1 (stereo unspecified) | 0.2

# Filtered by structure: the entries above containing a furan ring, fused or not (2)
canonical_smiles | 14-3-3g Raf
CCOC(=O)c1c(NC(=O)c2ccco2)sc(C(=O)Nc2ccccc2C)c1C | -3.5
O=C(CCCn1c(=O)[nH]c2ccc(Br)cc2c1=O)NCc1ccco1 | -14.3

# Next compounds follow:
canonical_smiles | 14-3-3g Raf
C=CCNC(=O)c1sc2ccccc2c1Cl | -14.5
O=C1c2ccc([N+](=O)[O-])cc2C(=O)N1C12CC3CC(C1)CC(N1C(=O)c4ccc([N+](=O)[O-])cc4C1=O)(C3)C2 | 2.7
O=C(NCCc1ccccc1)C1CCN(S(=O)(=O)c2ccc(F)cc2)CC1 | 1.1
O=C1c2ccccc2C(=O)c2c1oc1c3c(ccc21)OCN(Cc1ccccc1)C3 | 16.8
COc1ccc(N2CCN(C(CNC(=O)c3cccc(Cl)c3)c3cccnc3)CC2)cc1 (stereo unspecified) | 5.4
CC1=C(C(=O)OC(C)C)C(c2ccc(C(F)(F)F)cc2)C2=C(CC(c3cccs3)CC2=O)N1 (stereo unspecified) | -21.4
CC1CCN(c2cc(N(C)CCO)c([N+](=O)[O-])c3nonc23)CC1 | -8.3
CCn1c(SCC(=O)NC(C)(C)C)nc(O)cc1=O | -13.8
O=C(CN1C(=O)c2ccccc2S1(=O)=O)N1CCN(Cc2ccc3c(c2)OCO3)CC1 | 0.8
CCCCC(CC)CNC(=O)CN(C)S(=O)(=O)c1cccc2nsnc12 (stereo unspecified) | -9.3
O=C(CSc1nc2ccc(N=Cc3ccc(-c4ccc([N+](=O)[O-])cc4)o3)cc2s1)N1CCOCC1 | -38.1
COc1ccc(C2C(C(=O)N3CCCC(C)C3)c3ccccc3C(=O)N2C2CCCCC2)cc1 (stereo unspecified) | -2.3
COc1ccc(OC)c(NC(=O)[C@H]2CC=CC[C@H]2C(=O)O)c1 | -7.9
c1ccc2c(c1)CCCN2Cc1nnnn1C1CCCC1 | -3.2
N#CC(C#N)C(c1ccsc1)c1c(-c2ccccc2)[nH][nH]c1=O (stereo unspecified) | 10.6
CCCCNC(=O)c1ccc(-n2c(=S)[nH]c3ccccc3c2=O)cc1 | -8.3
C=CCOC(=O)C1=C(C)N=C2SCCC(=O)N2C1c1ccc(OCC(C)C)c(OC)c1 (stereo unspecified) | -16.1
COc1ccc(Nc2nc(S(=O)(=O)c3ccc(C)cc3)c(Cl)s2)cc1 | -9.3
CC(=O)C(CCC#N)(CCC#N)c1ccccc1 | -12.9
COC(=O)c1ccc(CSc2nc(-c3ccc([N+](=O)[O-])cc3)nc3c2c(=O)n(C)c(=O)n3C)o1 | -4.4
Cc1ccc2oc(-c3ccc(NC(=O)c4ccccc4Cl)cc3O)nc2c1 | -181.4
COc1ccc(Nc2cc(C(=O)N3CCOCC3)c3ccccc3n2)c(OC)c1 | -139.6
CC1CCC(NC(=O)C2c3ccccc3C(=O)N2Cc2cccs2)CC1 (stereo unspecified) | -5.0
O=C(Nc1ccccc1)C1CC(=O)N(C2CCCCC2)C1 (stereo unspecified) | 3.9
O=C(CSc1nc(-c2ccc(F)cc2)cs1)N1CCOCC1 | -1.4
O=C(Nc1ccc(N2CCN(C(=O)c3ccccc3)CC2)cc1)c1cc2ccccc2o1 | -13.3
O=C(NCc1ccc2c(c1)OCO2)c1nn(-c2ccccc2)c(=O)c2ccccc12 | -10.0
CN1CCN(S(=O)(=O)c2ccc3[nH]cc(C(=O)NC4CCCCCC4)c(=O)c3c2)CC1 | -9.3
CC12CC(c3ccccc3O1)N(C(=O)c1ccc([N+](=O)[O-])cc1)C(=S)N2c1ccccc1 (stereo unspecified) | -5.9
Cc1ccc(CNC(=O)CCNC(=O)c2ccc(Br)o2)cc1 | -3.6
Cc1ccc(-n2ncc3c(NCc4ccccc4)ncnc32)cc1 | -6.6
NC(=O)c1cc(-c2ccccc2)nc(Oc2ccccc2)n1 | 0.2
COc1ccc(CNc2sc3c(c2C(=O)Nc2cc(Cl)ccc2OC)CCC3)cc1 | -120.3
COc1ccc(NC(=O)C2CCN(C(=O)c3ccccc3)CC2)cc1OC | 7.3
CCNc1nc(N)nc(Oc2ccc(OCC)nn2)n1 | 2.4
CCOC(=O)C1=C(C)N(c2ccc(C)c(C)c2)C(=O)C1 | -0.1
CCOC(=O)c1c(NC(=O)c2ccc(S(=O)(=O)N3CCc4ccccc43)cc2)sc2c1CCC2 | -4.2
O=C(CCS(=O)(=O)c1cc(Br)cc2c1N(C(=O)C1CC1)CC2)NCC1CCCO1 (stereo unspecified) | -6.6
CC(C)(C)c1ccc(OCC(O)CN2CCCC2)cc1 (stereo unspecified) | -4.6
CCCOC(=O)C1=C(C)NC2=C(C(=O)CCC2)C1c1cccs1 (stereo unspecified) | 1.8

# Among those listed so far, these contain a CF3 group:
canonical_smiles | 14-3-3g Raf
COc1ccccc1-c1cc(C(F)(F)F)nc(NCc2cccnc2)n1 | -11.1
Cc1c(CNC(=O)c2nn3c(c2Cl)NC(c2ccccc2)CC3C(F)(F)F)cnn1C (stereo unspecified) | -5.4
CC1=C(C(=O)OC(C)C)C(c2ccc(C(F)(F)F)cc2)C2=C(CC(c3cccs3)CC2=O)N1 (stereo unspecified) | -21.4

# Other structures:
canonical_smiles | 14-3-3g Raf
O=C(c1ccc(CNS(=O)(=O)c2cccc(C(F)(F)F)c2)cc1)N1CCOCC1 | 5.2
OCCN(Cc1ccccc1)Cc1ccccc1Cl | -1.4
Cc1ccc2cc3cc(C(=O)N(C)Cc4ccccc4)oc3nc2c1 | -2.1
COc1cc(NC(=O)c2sc3ccccc3c2Cl)c(OC)cc1NC(=O)c1ccccc1 | -186.2
C=CCOC(=O)C1=C(C)Nc2[nH]c(=O)[nH]c(=O)c2C1c1ccc(CC)cc1 (stereo unspecified) | -7.2
Cc1cc(NC(=O)CCC(=O)N(CC(=O)NC2CCCC2)c2ccc3c(c2)OCCO3)no1 | -5.9
CCNC(=O)CC1C(=O)N(c2ccc(F)cc2)C(=O)N1CCc1ccc(OC)cc1 (stereo unspecified) | -2.4
COc1ccc2nc3sc(C(=O)N4CCN(c5cc(C)ccc5C)CC4)cc3cc2c1 | -3.7
Cc1cccc(N2C(=O)CC(N3CCN(c4cccc(C(F)(F)F)c4)CC3)C2=O)c1 (stereo unspecified) | -0.6
COc1ccc(C2c3sc(=O)[nH]c3SCC2C#N)cc1 (stereo unspecified) | -23.3
CCCCCc1ccc(-c2ccc(O)cc2)cc1C | -0.4
O=C(c1ccccc1NS(=O)(=O)c1ccc(Br)s1)N1CCOCC1 | 6.3
COc1cccc2cc(-c3nnc(-c4ccc([N+](=O)[O-])cc4)o3)c(=O)oc12 | -21.0
CC(=O)N1c2ccccc2N(C)C(=O)C1(C)C | -4.5
O=c1[nH]c2ccc(S(=O)(=O)N3CCN(C4CCCCC4)CC3)cc2[nH]c1=O | 6.1&-1.9
O=S(=O)(c1cccc2nsnc12)N1CCN(c2ccccc2Cl)CC1 | 3.5
FC(F)(F)c1cccc(-c2noc(-c3cccc(Br)c3)n2)c1 | -3.1
COc1cccc(-n2c(SCC(=O)Nc3cccc(F)c3)nc3c([nH]c4ccccc43)c2=O)c1 | -10.9
CCOc1ccc(COC)cc1S(=O)(=O)NCCC12CC3CC(CC(C3)C1)C2 | -1.2
Cc1cccnc1NC(=O)c1ccccc1C(=O)O | -8.0
CC(C)(C)C(=O)CSc1nc2c(sc(=S)n2CCc2ccccc2)c(=O)n1Cc1ccco1 | -6.9
O=C(Nc1ccc(Cl)cc1C(F)(F)F)c1cc(S(=O)(=O)NCc2ccco2)ccc1F | -9.3
O=C(NCc1ccco1)C1c2ccccc2Oc2ccccc21 | -2.8
O=C(Nc1cccc(-c2cn3cccnc3n2)c1)c1ccc(Br)o1 | -17.4
CN(C)c1ccc(O)c2c1CC1CC3C(N(C)C)C(=O)C(C(N)=O)=C(O)C3(O)C(=O)C1=C2O (stereo unspecified) | -159.4
CCC(=O)N(Cc1cc(=O)[nH]c2ccccc12)C1CCCCC1 | -6.5
CCN(CC)Cc1c(O)ccc2c(=O)c(Oc3cc(C)cc(C)c3)c(C(F)(F)F)oc12 | -4.5
COc1ccc2[nH]cc(C(=O)CN3CCN(C(=O)c4ccco4)CC3)c2c1 | -10.4
COc1ccc(OC)c(Nc2ncnc3c2cnn3-c2ccc(Cl)cc2)c1 | -7.4
CCS(=O)(=O)c1nc2ccccc2n1CC(=O)N1CCCCC1 | 1.3
NC(C(=O)O)C12CC3CC(CC(C3)C1)C2 (stereo unspecified) | 10.8
COc1ccc(NC(=O)Nc2cccc(C)n2)cc1 | 5.3
Cc1ccc(N(CC(O)CN2CCCC2)S(=O)(=O)c2ccc(C)cc2)cc1 (stereo unspecified) | -3.6
COc1ccc(-n2c(SCC(N)=O)nnc2-c2ccccc2F)cc1 | -5.1
O=C(NCc1cccnc1)c1cnn2c(C(F)(F)F)cc(-c3ccc(F)cc3)nc12 | -5.2
COc1cccc(-c2csc(N3CCN(CC(=O)Nc4ccc5c(c4)OCO5)CC3)n2)c1 | -10.0
COc1cc2c(cc1OC)CN(S(=O)(=O)c1ccc3c(c1)OCCO3)CC2 | -3.8
Cc1ccccc1OCCNS(=O)(=O)c1cccc([N+](=O)[O-])c1 | 10.3
COc1ccc(C2C3C(=O)N(c4ccc([N+](=O)[O-])cc4)C(=O)C3ON2c2ccccc2)cc1 (stereo unspecified) | -1.3
Cc1ccc(NC2SC(=O)NC2=O)cc1 (stereo unspecified) | 7.8
CC(=O)N1N=C(c2ccc(NS(C)(=O)=O)cc2)CC1c1ccc(F)cc1 (stereo unspecified) | -4.6
O=[N+]([O-])c1cc(C(F)(F)F)ccc1NCC1CCCO1 (stereo unspecified) | 0.7
O=[N+]([O-])c1ccc(C2Nc3c(I)cccc3C3C=CCC32)cc1 (stereo unspecified) | -12.2
Cc1cc(C)nc(N(C#N)CC(=O)Nc2ccccc2)n1 | -6.4
COC(=O)C(O)(c1cc(C(C)C)c(O)cc1C)C(F)(F)F (stereo unspecified) | 4.9
CC(=O)N1CCCc2cc(S(=O)(=O)N3CCc4ccccc43)ccc21 | -10.7

# These rows are one share of the data; the hit share may differ from the screen's.
